CIT2-GFP yeast: yeast TOR pathway CIT2-GFP modulation. S. cerevisiae CIT2-GFP strain, flow cytometry, 3 h; 100 means same as DMSO wells. GFP response vs DMSO, % at 10 µM. 320,000 compounds, 0.065% hits. AID 2029;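 active = GFP response relative to DMSO above a set limit, near the screen mean plus 3 SD, cut at about 150% in these data; inconclusive = Fewer than 70 cells measured for a yeast strain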;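 also: ratio of well median GFP fluorescence to mean of DMSO wells on the plate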
GLD-1 RNA inh: GLD-1-TGE RNA interaction inhibition (C. elegans). inhibition, % at 5.96 µM. 320,000 compounds, 0.44% hits. AID 2280. purified GLD-1 + fluorescein TGE RNA, fluorescence polarization. Q17339;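 active = percent inhibition above a per-plate cutoff, the plate mean of test compounds plus 3 SD, cut at about 30% in these data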;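 also: 0% = DMSO wells with GLD-1 and probe and 100% = wells lacking GLD-1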
GRK2 inh: blocks RNA aptamer binding to human GRK2 | inhibition of aptamer binding, % at 10 µM | P25098 | bead flow cytometry, FAM-aptamer displacement from GRK2 | 330,000 compounds, 0.59% hits;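 active = inhibition of aptamer binding above 40%, roughly 3 SD of noise, on plates passing a quality check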;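 also: median bead fluorescence of bound FAM aptamer so fluorescent compounds give negative values; no value below 0 was filed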
Target sequence (P25098 whole entry, looked up): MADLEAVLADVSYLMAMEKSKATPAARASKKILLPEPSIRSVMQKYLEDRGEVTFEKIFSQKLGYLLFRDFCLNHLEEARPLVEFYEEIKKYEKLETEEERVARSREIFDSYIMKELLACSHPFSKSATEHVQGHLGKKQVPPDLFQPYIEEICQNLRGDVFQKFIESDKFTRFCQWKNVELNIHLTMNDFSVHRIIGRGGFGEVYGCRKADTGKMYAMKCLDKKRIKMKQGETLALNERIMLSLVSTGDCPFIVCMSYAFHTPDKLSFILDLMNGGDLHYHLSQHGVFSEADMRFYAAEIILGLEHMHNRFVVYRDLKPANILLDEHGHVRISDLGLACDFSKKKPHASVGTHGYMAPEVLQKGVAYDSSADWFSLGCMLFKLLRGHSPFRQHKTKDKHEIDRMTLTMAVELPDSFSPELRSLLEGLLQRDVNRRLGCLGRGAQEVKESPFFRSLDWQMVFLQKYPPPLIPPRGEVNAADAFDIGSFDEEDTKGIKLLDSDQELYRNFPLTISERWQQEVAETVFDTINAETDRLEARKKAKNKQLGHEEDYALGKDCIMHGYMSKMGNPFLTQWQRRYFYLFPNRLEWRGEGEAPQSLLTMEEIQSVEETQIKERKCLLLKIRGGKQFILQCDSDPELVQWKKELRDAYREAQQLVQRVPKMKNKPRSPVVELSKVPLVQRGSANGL
AGP1-GFP MLPCN: yeast TOR pathway AGP1-GFP modulation | 320,000 compounds, 0.02% hits | S. cerevisiae AGP1-GFP multiplex flow cytometry, 3 h; GFP as percent of DMSO wells | GFP response vs DMSO, % at 10 µM;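 active = GFP response relative to DMSO above a set limit, near screen average plus 3 SD, cut at about 150% in these data; inconclusive = fewer than 70 cells counted for the yeast strain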;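 also: median GFP channel fluorescence of the gated AGP1 strain per well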
BCLXL inh: Bcl-xL (human) inhibition | GST-Bcl-xL / FITC-Bim BH3 peptide fluorescence polarization | inhibition, % at 10.9 µM | Q07817 | 320,000 compounds, 0.7% hits | AID 2129;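 active = inhibition above the mean of all tested compounds plus 3 SD, cutoff set per campaign, cut at about 30% in these data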;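 also: 0% = DMSO wells and 100% = unlabeled Bim-BH3 peptide competitor; inhibitors lower millipolarization by displacing the labeled peptide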
Target sequence (Q07817 whole entry, looked up): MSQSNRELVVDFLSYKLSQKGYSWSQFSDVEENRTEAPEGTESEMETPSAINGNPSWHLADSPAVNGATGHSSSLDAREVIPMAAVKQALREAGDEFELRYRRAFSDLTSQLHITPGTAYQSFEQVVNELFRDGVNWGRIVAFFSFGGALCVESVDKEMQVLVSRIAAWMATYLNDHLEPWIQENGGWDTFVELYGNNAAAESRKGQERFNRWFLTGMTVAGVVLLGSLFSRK
VLA-4 inh: inhibition in a human VLA-4 binding assay; inhibition, % (about 7 µM as worked out from the volumes in the protocol); 330,000 compounds, 0.2% hits; VLA-4 expressing cells, ligand binding flow cytometry; in the data active = inhibition above about 50%
MCL1-BIM inh: inhibitors of human MCL1 binding to BIM-BH3 peptide | 320,000 compounds, 0.68% hits | GST-MCL1 / FITC-Bim-BH3 fluorescence polarization | Q07820 | inhibition, % at 10.9 µM | AID 2057;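 active = inhibition above the mean inhibition of all tested compounds plus 3 SD, set per campaign, cut at about 40% in these data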;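 also: 0% = DMSO wells and 100% = unlabeled Bim-BH3 peptide control; higher means more loss of mP so more displacement of Bim peptide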
Fam108B inh: counter-screen for RBBP9 inhibitors: inhibitors of mouse Fam108B | inhibition, % at 9.51 µM | 300,000 compounds, 0.33% hits | recombinant Fam108B, FP-Rh probe fluorescence polarization | AID 1947;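 active = inhibition above the screen mean inhibition plus 3 SD, computed separately per campaign, cut at about 18% in these data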;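 also: inhibitors lower polarization as less probe binds the enzyme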
MEX-5 binding: C. elegans MEX-5 TCR-2 RNA binding activity. MEX-5/FITC-TCR2 RNA binding, fluorescence polarization; hits give low values. activity score (negative = inhibition of binding), % at 10 µM. Q9XUB2. 300,000 compounds, 0.38% hits;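 active = inhibition past about -25% in most replicates, and total fluorescence under double the plate's negative control median, limit read from the data; inconclusive = replicates evenly split on the limit, or fluorescence at least double controls; inactive = too little inhibition in most replicates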;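 also: 0% = DMSO and -100% = 5 µM competing unlabeled TCR2 RNA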
Numbers without * were called inactive; ? = inconclusive; . = no result given; [ ] = remark or other dose.

SMILES | CIT2-GFP yeast | GLD-1 RNA inh | GRK2 inh | AGP1-GFP MLPCN | BCLXL inh | VLA-4 inh | MCL1-BIM inh | Fam108B inh | MEX-5 binding
O=C(NC(=S)Nc1ccc(N2CCCCC2)c(Cl)c1)c1cccs1 | 96 | 1 | 0 | 95 | -1 | -1 | 10 | -6 | -11
Cc1nc(N2CCOCC2)c2cc(-c3ccccc3)sc2n1 | 94 | -3 | 0 | 85 | 1 | -2 | -1 | 1 | -1.6
COc1cc(C(=O)NCCNc2nc3cc(C)ccc3cc2C#N)cc(OC)c1OC | 102 | 3 | 0 | 103 | 5 | 13 | 4 | -1 | -5.7
CC(C)c1ccc(/C=C2\NC(=O)NC2=O)cc1 | 108 | -5 | 0 | 104 | -8 | 5 | -18 | 7 | 0.8
Cc1nn(C)c(C(=O)N/N=C/c2cccnc2)c1Br | 102[may fluoresce green] | 8 | 1 | 102[may fluoresce green] | 1 | 7 | 1 | -2 | 2.4
O=C(N/N=C/c1coc2ccccc2c1=O)c1ccccc1Br | 106 | 2 | 7 | 105 | 6 | -12 | 19 | 5 | 0.1
C=CCSc1nnc2n(-c3ccccc3OC)c(=O)c3c4c(sc3n12)CCC4 | 95 | -3 | 1 | 91 | -4 | 2 | -2 | -4 | -0.2
O=C(NCc1ccccc1)NC1CCS(=O)(=O)C1 (centres undefined) | 101 | 4 | 1 | 99 | 4 | 23 | 10 | -1 | -0.3
O=C(Nc1ccc(Cl)c(Cl)c1)N(CCCN1CCOCC1)Cc1cccnc1 | ? | 3 | 0 | 19[may fluoresce violet] | 3 | 10 | 2 | 0 | -1.1
Cc1ccc(CNC(=O)CSc2nc(=O)n3ccccc3n2)cc1 | 109 | 5 | 0 | 115 | 8 | 29 | 3 | -2 | -0.1
Clc1ccc(CON/C=N/c2ncnc3sccc23)c(Cl)c1 | 108 | -1 | 0 | . | -5 | -2 | -4 | -6 | -0.5
COc1ccc(C(CNS(=O)(=O)c2cccc(F)c2)N2CCCC2)cc1 (centres undefined) | 111 | -2 | 0 | 97 | . | 12 | . | . | .
Cc1ccc(Cl)cc1NC(=O)Nn1cnnc1 | 100 | 5 | 0 | 90 | 4 | -3 | 10 | 2 | 1.3
CCOc1ccccc1C(=O)NCCCCNC(=O)c1ccccc1OCC | 87 | 6 | 1 | 95 | 2 | -3 | 10 | -2 | 1.1
CCc1cc(=O)oc2cc3oc(C)c(C)c3cc12 | 98 | -4 | 2 | 90 | 1 | 5 | 1 | 2 | 2.4
COCCSc1nnc(NC(=O)CCS(=O)(=O)Cc2ccccc2)s1 | 107 | 3 | 0 | 113 | 2 | 8 | 10 | 3 | 1.0
N=c1n(CC(=O)c2ccc([N+](=O)[O-])cc2)c2ccccc2n1Cc1ccccc1 | 87 | -6 | 1 | 97 | 0 | 6 | -58 | -4 | -11
CCC1(c2ccc(F)cc2)NC(=O)N(CC(=O)Nc2ccc3c(c2)OCCO3)C1=O (centres undefined) | 94 | 5 | 5 | 101 | . | 22 | . | . | .
Cc1nc2ccccn2c1C(=O)N/N=C/c1ccc(CNC(=O)C(=O)Nc2ccccc2)o1 | 99 | 4 | 1 | 100 | 5 | 11 | 14 | 2 | 0.3
O=C(OCC(=O)N(C1CCCCC1)C1CCCCC1)c1ccccc1O | 105 | 0 | 1 | 102 | 3 | 5 | 0 | -4 | -1.2
CN=C(Nc1cccnc1)c1cccc(C(F)(F)F)c1 | 105 | 4 | 1 | 102 | 4 | 4 | 8 | -2 | 1.2
CCCCn1c(=N)n(CC(O)c2ccccc2)c2ccccc21 (centres undefined) | 107 | 4 | 3 | 105 | -1 | 4 | 3 | 1 | -0.5
CC(Oc1ccc(Cl)cc1)C(=O)Nc1ccccc1C(=O)N1CCOCC1 (centres undefined) | 116 | 6 | 1 | 100 | 3 | 9 | 2 | -5 | -1.6
S=C(NCCc1ccccc1)N1CCn2cccc2C1c1ccncc1 (centres undefined) | 90 | 1 | 1 | 89 | 2 | -3 | 6 | 0 | -0.1
FC(F)(F)c1ccc(CSc2nccn2-c2ccccc2)cc1 | 107 | -1 | 2 | 104 | -5 | 6 | -17 | 4 | 3.3
O=C(O)C1CCN(C(=O)CSc2nc3ccccc3c(=O)n2-c2ccc(Cl)cc2)CC1 | 87 | -5 | 0 | 98 | -3 | 6 | -5 | -3 | -0.1
COC(=O)c1ccccc1NC(=O)CSc1nnc(C(CO)NC(=O)c2ccccc2Cl)n1C (centres undefined) | 98 | 5 | 0 | 84 | -3 | 5 | -7 | 0 | -1.1
CN1CCN(C=NC2=NN(c3cccc(C(F)(F)F)c3)CC2)CC1 | 112 | 1 | 0 | 105 | -2 | -8 | 0 | -3 | 0.7
O=C(CSc1ncccn1)N1CCN(Cc2ccccc2)CC1 | 97 | 10 | 0 | 107 | 5 | -15 | 5 | -1 | -1.2
O=C(CN1CCN(Cc2ccccc2)CC1)NC(=O)NCc1ccco1 | 85 | 8 | 0 | 94 | 0 | 23 | 8 | 2 | 1.4

A second format for some results above:
molecule	CIT2-GFP yeast	GLD-1 RNA inh	GRK2 inh	AGP1-GFP MLPCN	BCLXL inh	VLA-4 inh	MCL1-BIM inh	Fam108B inh	MEX-5 binding
O=C(CSc1ncccn1)N1CCN(Cc2ccccc2)CC1	97	10	0	107	5	-15	5	-1	-1.2
O=C(CN1CCN(Cc2ccccc2)CC1)NC(=O)NCc1ccco1	85	8	0	94	0	23	8	2	1.4

Next results follow.
SMILES | CIT2-GFP yeast | GLD-1 RNA inh | GRK2 inh | AGP1-GFP MLPCN | BCLXL inh | VLA-4 inh | MCL1-BIM inh | Fam108B inh | MEX-5 binding
CC(=O)c1c(C)cc(C)c(CSc2nnc(-c3ccco3)o2)c1C | 88 | 3 | 3 | 85 | 6 | -6 | 6 | 0 | -2.0
O=C(COC(=O)c1ccc(S(=O)(=O)N2CCOCC2)cc1)Nc1ccccc1F | 100 | -1 | 2 | 104 | 3 | 10 | 4 | . | .
Cc1ccc(C2CC(=O)C(C=NCCN3CCN(C(=S)Nc4ccc(F)cc4)CC3)=C(O)C2)cc1 (centres undefined) | 100 | 0 | 0 | 101 | 1 | -11 | 2 | 0 | 0.0
O=C(CCc1nc(-c2ccccc2F)no1)NCCN1CCOCC1 | 106 | 1 | 2 | 101 | -2 | 3 | -6 | 3 | 3.1
O=C(CN1N=C(c2ccccc2)CCC1=O)NCCN1CCc2ccccc2C1 | 107 | 3 | 0 | 107 | 3 | 18 | 10 | 0 | -1.4
Cc1ccc2c(c1)N(CCC(=O)NCc1ccco1)C(=O)CO2 | . | 12 | 3 | 96 | 0 | 8 | -2 | -2 | -0.4
Oc1ccc(Nc2nc3ccccc3nc2Nc2ccc(O)cc2)cc1 | 89 | -3 | 4 | 95 | -26 | -26 | -33 | 45* | -1.7
COc1ccc(CNS(=O)(=O)c2csc(C(N)=O)c2)cc1OC | 93 | -2 | 0 | 99 | 2 | 0 | 2 | 1 | -3.8
CCc1ccc(/C=C2\Oc3cc(OS(C)(=O)=O)ccc3C2=O)cc1 | 96 | 2 | 2 | 96 | -3 | -1 | -2 | -1 | -1.1
Cc1cc(C)n(Cc2ccc(C(=O)O)o2)n1 | 98 | 3 | 7 | 106 | 3 | 10 | 5 | 5 | -0.3
Cc1cc(C)n(Cc2ccc(C(=O)NCc3ccco3)o2)n1 | 107 | -7 | 5 | 98 | 7 | 4 | 9 | 3 | -0.1
O=C(NCCCN1CCCCC1)C1CC(=O)N(CCc2ccccc2)C1 (centres undefined) | 100 | 2 | 0 | 99 | 4 | 6 | 7 | -3 | -1.1
C=CCc1c(C)nc(SC(C)C)[nH]c1=O | 103 | -1 | 4 | 107 | 3 | 2 | 6 | 2 | 3.5
CCCS(=O)(=O)c1c(S(=O)(=O)CCC)c2ccc(C(N)=O)cn2c1C(=O)c1ccccc1 | 104 | . | 0 | 107 | . | -3 | . | . | 1.0
CCC(C(=O)OCn1nnc2ccccc2c1=O)c1ccccc1 (centres undefined) | 97 | 12 | 0 | 109 | 1 | 18 | -1 | 2 | 0.2
CC(C)Cc1nnc(NC(=O)C2CCCC2)s1 | 96 | 0 | 2 | 95 | -4 | 3 | -6 | 5 | 1.0
COc1ccc(C(C)=NNC(=O)c2cccc(S(=O)(=O)N3CCCC3)c2)cc1 | 93 | 2 | 0 | 97 | . | 2 | . | . | .
CCN(CC(=O)NCC1CCCO1)S(=O)(=O)c1ccc(Cl)cc1 (centres undefined) | 106 | 3 | 2 | 100 | 2 | -25 | 0 | -1 | 1.0
COCCNC(=O)C(c1ccc(F)cc1)N(C(=O)CCC(=O)Nc1ccccn1)c1ccc(C)cc1 (centres undefined) | 102 | 3 | 0 | 105 | 0 | -6 | 2 | 1 | -1.1
Cc1ccc(-c2c[n+](CC(=O)c3cccs3)c3n2CCC3)cc1 | 95 | 4 | 0 | 108 | 0 | -6 | 1 | -3 | 2.1
COCCNc1cc(C)nc2c3c(C)cc(C)nc3nn12 | 102 | -2 | 6 | 103 | 8 | -6 | 4 | 2 | 1.1
Cc1ccc(NC(=O)c2ccc(F)cc2)nc1 | 90 | -1 | 2 | 89 | 3 | 0 | 8 | -5 | -0.7
CCCCCc1ccc(-c2ccc(OC)cc2)nc1 | 93 | 3 | 0 | 101 | 7 | 6 | 6 | -2 | 2.0
COc1ccc(CCNC(=O)CSc2nc(C)cc(C)n2)cc1OC | 119 | 6 | 0 | 109 | 0 | 12 | -4 | -3 | 0.4
CCN(CC)C(=O)Cn1cc(C(=O)C(=O)N(C)C2CCN(C)CC2)c2ccccc21 | 105 | 8 | 4 | 104 | 8 | -9 | 13 | 0 | 2.0
Cc1c(C(=O)Nc2ccc(F)cc2)nnn1-c1cccc(C(F)(F)F)c1 | 100 | 4 | 0 | 101 | 9 | 5 | 2 | 3 | 2.7
O=C(Nc1cc(C(F)(F)F)ccc1Cl)C(Sc1ccccn1)c1ccccc1 (centres undefined) | 92 | 4 | 0 | 100 | -3 | 5 | 6 | -3 | 1.0
Cc1ccccc1-c1cc(C(=O)Nc2sc(C)c(C)c2C(N)=O)c2ccccc2n1 | 99 | 1 | 3 | 98 | 8 | -18 | 9 | -1 | 1.0
Cc1ccc(Oc2cc(-n3nc(C)cc3C)ncn2)cc1 | 97 | 7 | 1 | 94 | 3 | 2 | 1 | -4 | 2.5
O=C(Cn1nnc(-c2cccs2)n1)NCc1cccs1 | 107 | -9 | 2 | 84 | 2 | 16 | -3 | -2 | -0.6
CCCOc1ccccc1NC(=O)c1c(-c2ccccc2)noc1C | 89 | -5 | 0 | 97 | -2 | 0 | -2 | 0 | -0.7
CCN(C[C@H]1N[C@@](CC)(C(=O)OC)[C@H]2C(=O)N(Cc3ccccc3)C(=O)[C@@H]12)S(=O)(=O)c1ccc(OC(F)(F)F)cc1 | 96 | 7 | 0 | 99 | . | 9 | . | . | .
O=C(Nc1ccccc1)C(O)C(O)C(=O)Nc1ccccc1 (centres undefined) | 98 | 4 | 3 | 102 | 3 | 17 | 4 | 2 | 3.0
O=C(CC1C(=O)NCCN1Cc1ccccc1)NC1CCCCCC1 (centres undefined) | 101 | 3 | 0 | 105 | 12 | 13 | 10 | -2 | 2.6
O=C(O)CN1C(=O)/C(=C\c2ccc(OC(=O)c3ccco3)cc2)SC1=S | 95 | -16 | 0 | 101 | 2 | -13 | 11 | -17 | 9.4

From PubChem BioAssay
